p53ts 32C tox = p53ts cell cytotoxicity, permissive temperature; H1299-p53A138V at 32C, ATP luminescence viability, 24 h; Potency, µM (doses to about 46.1 µM), without a hit: at the highest dose activity change, negative = cytotoxicity, hits mostly cytotoxic; 130,000 compounds, 0.93% hits;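 note: 0% = DMSO and -100% = full killing by reference compound; nearly all actives have a fitted effect of over 55% in size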
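H1299-p53 A138V cells (temperature-sensitive p53) exposed 24 h to up to 46 uM compound at 32C, where p53 is wild-type in conformation. Viability read as ATP luminescence and normalised to DMSO and 100 uM tamoxifen. AC50 fitted with the Hill equation.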
Peg3 imprint = inducers of genomic imprint erasure in mouse ES cells | 110,000 compounds, 0.02% hits | mouse ES Peg3-LacZ reporter, beta-gal luminescence, 40 h | Potency, µM (doses to about 60.7 µM), for inactives: at the highest dose activity change, positive = activation, most hits filed as activators;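 note: 0% = negative control wells on the plate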
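Readout: BetaGlo luminescence (5 min, room temp) for LacZ from the normally silent maternal Peg3 allele in female Peg3LacZ-Neo ES cells. Cells 300/well, 40 h, 37C, 5% CO2. Data normalized per plate to negative controls.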
p53ts 39C tox = cytotoxicity in p53ts cells at nonpermissive temperature. H1299-p53A138V viability at 39C, ATP luminescence, 24 h. Potency, µM (titrated, usually from 46.1 µM), without a hit: at the top dose activity change, negative = cell killing, most hits filed as cytotoxic. 130,000 compounds, 1.5% hits. AID 902; note: nearly all actives have a fitted effect of over 55% in size
IkB sig inh = inhibitors of IkB signaling in ABC-DLBCL cells | ABC-DLBCL IkBa-CBG/CBR dual luciferase ratio, 4 h; response scale: scaled: untreated 0%, proteasome inhibitor 100% | Potency, µM (series often up to 57.1 µM), for the others: at the top dose IkBa stabilization activation | 110,000 compounds, 0.04% hits; active = well fitted curve in the direction sought with a large enough effect in the signal ratio, not every such curve was filed as active; inconclusive = small, poorly fitted or top-dose-only effect, or a change in a side signal; the % refers to the signal ratio;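 note: the direction sought is a rising ratio; 0% = basal untreated cells and 100% = reference inhibitor full response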
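Luminescence ratio of IκBα-fused green versus native red beetle luciferase in OCI-Ly3 cells, 4 h post-doxycycline with compound; red signal alone, scaled from basal (0%) to zero light (-100%), flagged nonspecific or cytotoxic effects.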
Starred values were filed as active, the others as inactive; ? = inconclusive; / = no result given; & = joins results of further samples; [ ] = another dose, or the depositor's remark. Unless noted, calls come from the whole dose curve; as a rule, active = well fitted curve in the direction sought with a large enough effect; inconclusive = small, poorly fitted or top-dose-only effect, or another doubt; inactive = no such curve, though single readings can be large; an effect the other way counts as inactive or inconclusive. Unless noted, % is set by controls: 0 for no effect and ±100 for the full control effect; potency is the fitted concentration of half-maximal effect.

Short forms – A = p53ts 32C tox; B = Peg3 imprint; C = p53ts 39C tox; D = IkB sig inh
CC1COC2=C1C(=O)C(=O)c1c2ccc2c1CCCC2(C)C (configuration not stated)
  A = -2%; B = -21%&-20%; C = -20%; D = /
CC(C)OC(=O)c1ccc(NC(=O)C2C3CC4OC(=O)C2C4C3)cc1 (configuration not stated)
  A = ?; B = -19%; C = -28%; D = -0.6%
Cc1cccc(C(=O)Oc2c(Sc3ccccc3)c(C)nn2C(C)(C)C)c1
  A = 8%; B = -5%[10.9 µM]; C = 21%; D = 1.2%
CCOC(=O)CSc1nc(CC)nc2ccccc12
  A = -4%; B = 19%; C = -4%; D = 3.0%
O=C(NCc1cccc(Cl)c1)NCc1noc2ccccc12
  A = -12%; B = -18%[10.9 µM]; C = -10%; D = 0.9%
Cc1ccc(O)c(CC(C)C)n1
  A = 8%; B = -35%[inhibitor]; C = 4%; D = 3.1%
CCC(CC)C(=O)Nc1nnc(SCc2cc(=O)n3cccc(C)c3n2)s1
  A = 6%; B = -8%[10.9 µM]; C = -5%; D = ?
O=C(NC1CCCC1)C(c1ccccn1)N(C(=O)c1csnn1)C1CCCCC1 (configuration not stated)
  A = 19%; B = /; C = 23%; D = /
COc1cccc(CNCCCSc2nnnn2C)c1OC
  A = -3%; B = -12%[10.9 µM]; C = -8%; D = 2.1%
CCOC(=O)c1cnc2c(Cl)c(Cl)ccc2c1N1CCN(C)CC1
  A = 3%; B = 0%; C = -14%; D = -0.1%
Cc1ccc(NC(=O)N2CCC(O)(c3ccc(Cl)cc3)CC2)cc1
  A = -1%; B = -11%; C = -2%; D = -0.6%
Cc1cccc(C(=O)N2CCc3cc(CNS(=O)(=O)c4ccc(F)c(Cl)c4)ccc32)c1
  A = 10%; B = 1%[10.9 µM]; C = -10%; D = ?
OC(COc1ccc2c(c1)OCO2)CN1CCc2ccccc2C1 (configuration not stated)
  A = -3%; B = 9%; C = -19%; D = 0.0%
O=C(O)C12CC3CC(C1)CC(n1cnc(Cl)n1)(C3)C2
  A = -15%; B = -3%; C = -7%; D = -0.8%
CC(C)(Oc1ccc(Cl)cc1)C(=O)OCC(=O)N1CCCC1
  A = 9%; B = 8%; C = -11%; D = 0.4%
O=C(CSc1nc2ccccc2[nH]1)NCC1CCCO1 (configuration not stated)
  A = -17%; B = /; C = -14%; D = /
CN(Cc1ccccc1)C(=O)c1ccccc1NC(=O)c1ccco1
  A = 4%; B = 15%; C = 11%; D = -0.1%
COc1ccccc1CNc1ccc(-c2nc(-c3cccc(C)c3)no2)cc1[N+](=O)[O-]
  A = -6%; B = -15%[10.9 µM]; C = 8%; D = -2.3%
O=C(CSc1ccc2ccccc2n1)Nc1nsc(-c2ccc(Cl)cc2)n1
  A = 2%; B = -12%[10.9 µM]; C = 11%&-4%; D = 2.1%
CCOC(=O)c1sc(=S)n(CC)c1N
  A = 2%; B = 0%; C = -23%; D = -1.0%
CCOc1ccc(NC(=O)C(CC)n2nc(-c3ccc(C)c(C)c3)ccc2=O)cc1 (configuration not stated)
  A = 1%; B = -8%[10.9 µM]; C = -1%; D = ?
CCC(Sc1nnc2c3ccccc3n(CC)c2n1)C(=O)Nc1nnc(C(C)C)s1 (configuration not stated)
  A = 4%; B = -14%[10.9 µM]; C = -2%; D = 1.2%
COc1ccc(C(=O)Nc2ccc3oc(-c4ccc5ccccc5c4)nc3c2)cc1Br
  A = -7%; B = -8%[10.9 µM]; C = ?; D = -1.4%
CN1/C(=C\C(=O)COC(=O)C2COc3ccccc3O2)C(C)(C)c2ccccc21 (configuration not stated)
  A = -9%; B = -28%; C = -8%; D = 0.5%
O=C(c1ccccc1CCc1ccccc1)N1CCOCC1
  A = -4%; B = 1%; C = 25%; D = 0.0%

The results go on:
Short forms – A = p53ts 32C tox; B = Peg3 imprint; C = p53ts 39C tox; D = IkB sig inh
Cc1cccc(NC(=O)CCNS(=O)(=O)c2cccc3nsnc23)c1
  A = -1%; B = 5%; C = 7%; D = 8.5%
Cc1ccc(-c2nnn(CC(=O)N(Cc3cccs3)C(C(=O)NC(C)(C)C)c3ccco3)n2)o1 (configuration not stated)
  A = 2%; B = -17%; C = -5%; D = 3.0%
Cc1ccc(-c2nc(CS(=O)CC(=O)O)c(C)o2)cc1 (configuration not stated)
  A = 2%; B = 9%[10.9 µM]; C = -18%; D = ?
O=S(=O)(c1cccc(F)c1)N1CCN(Cc2ccc3c(c2)OCO3)CC1
  A = -9%; B = -6%; C = -11%; D = 1.7%
Cc1ccc(C)n1-c1nnc(N2CCCC(C(=O)NCc3ccc(Cl)cc3)C2)s1 (configuration not stated)
  A = -2%; B = -6%[10.9 µM]; C = -11%; D = 3.7%
Cc1cc(C)c(NC(=O)CCCOC(=O)C2=COCCO2)c(C)c1
  A = 5%; B = -5%; C = 6%; D = -1.1%
CN(C(=O)c1cc2c(s1)-c1ccc(Cl)cc1SC2)c1cccc(C(F)(F)F)c1
  A = -7%; B = -6%[10.9 µM]; C = ?; D = -1.0%
Cc1ccc(SCC2(O)CCN(S(=O)(=O)c3ccc(Cl)cc3)CC2)cc1
  A = -1%; B = /; C = -7%; D = /
CCOc1ccc(CCNC(=O)c2cc3cc4cc(OC)ccc4nc3s2)cc1OCC
  A = 2%; B = -16%[10.9 µM]; C = -2%; D = -0.7%
CC(C)c1cnc2c(c1SCC(=O)NCc1ccccc1Cl)c(=O)n(C)c(=O)n2C
  A = 4%; B = -6%[10.9 µM]; C = 18%; D = ?
CC(C)=O
  A = -7%[1.84 µM]; B = 18%; C = 13%; D = -0.5%
Cn1c(SCC(=O)N2CCOCC2)ncc(C(=O)Nc2ccc(F)cc2)c1=O
  A = -11%; B = -30%[10.9 µM]; C = 21%; D = ?
CCCC(=O)Nc1cc2c(cc1C(=O)c1ccccc1)OCCO2
  A = 11%; B = -1%; C = -1%; D = 0.3%
CCSc1nc2ccccc2n1Cc1nc(N)nc(N(C)C)n1
  A = 12%; B = -10%; C = 11%; D = 1.5%
CCc1cc(C(=O)COc2ccccc2F)c(O)cc1O
  A = 16%; B = -8%; C = 8%; D = ?
CCC(CCC(=O)Nc1ccn(-c2ccccc2)n1)C(=O)O (configuration not stated)
  A = -15%; B = /; C = 13%; D = 0.7%
CCn1c(CCNC(=O)c2cccs2)nnc1SCC(=O)NC1CCCCC1
  A = -5%; B = 10%; C = -7%; D = 0.3%
Cc1cc(C)n2nc[n+](C)c2n1
  A = -15%; B = -10%; C = 11%; D = 1.7%
COc1cccc(C2=NS(=O)(=O)N(C)C(C(=O)Nc3cccc(O)c3)=C2)c1
  A = 11%; B = -1%[10.9 µM]; C = -20%; D = 1.8%
Cc1ccc(-c2cn3c(n2)sc2cc(C(=O)NCc4cccs4)ccc23)cc1
  A = 4%; B = -12%[10.9 µM]; C = -5%; D = ?
Cc1ccc(C2C(C#N)=C(N)Oc3n[nH]c(-c4cccs4)c32)cc1 (configuration not stated)
  A = -6%; B = /; C = -3%; D = /
COc1ccc(NC(=O)c2cc3nc(-c4ccc(C)c(C)c4)cc(C(F)(F)F)n3n2)cc1
  A = -1%; B = -8%[10.9 µM]; C = 10µM*; D = 12%
Cc1cc(C(=O)NCCC2=CCCCC2)no1
  A = 7%; B = 5%; C = -3%; D = 0.1%
CS(=O)(=O)Cc1nc2ccccc2oc1=O
  A = 0%; B = /; C = -1%; D = ?
CC1(C)CC(N2CCN(c3ccccc3)CC2)=CC(=[N+]2CCCC2)C1
  A = -7%; B = -18%; C = -10%; D = ?

Part of the list above in order of SMILES length, ascending.
Short forms – A = p53ts 32C tox; B = Peg3 imprint; C = p53ts 39C tox; D = IkB sig inh
Cc1cccc(C(=O)Oc2c(Sc3ccccc3)c(C)nn2C(C)(C)C)c1
  A = 8%; B = -5%[10.9 µM]; C = 21%; D = 1.2%
Cc1ccc(C)n1-c1nnc(N2CCCC(C(=O)NCc3ccc(Cl)cc3)C2)s1 (configuration not stated)
  A = -2%; B = -6%[10.9 µM]; C = -11%; D = 3.7%
CC(C)c1cnc2c(c1SCC(=O)NCc1ccccc1Cl)c(=O)n(C)c(=O)n2C
  A = 4%; B = -6%[10.9 µM]; C = 18%; D = ?

Further entries follow.
Short forms – A = p53ts 32C tox; B = Peg3 imprint; C = p53ts 39C tox; D = IkB sig inh
COc1ccc2[nH]cc(CCNc3cc(-c4cccnc4)ncn3)c2c1
  A = 11%; B = -13%; C = 5%; D = 0.1%[11.4 µM]
Cc1cc(NC(=O)N(C)CCc2c(C)nn(C)c2C)ccc1Br
  A = -9%; B = -12%[10.9 µM]; C = -23%; D = -0.4%
Cc1cc(C)nc(SCc2nnc(SCC(=O)N3CCCc4ccccc43)n2C)n1
  A = 3%; B = -5%; C = 2%; D = 0.8%
COc1ccc(NC(=O)NC2COc3ccccc3C2)c(OC)c1 (configuration not stated)
  A = 16%; B = -6%[10.9 µM]; C = -4%; D = -2.0%
COC(=O)CSc1nnc([C@H](Cc2ccccc2)NC(=O)OC(C)(C)C)o1
  A = -1%; B = -3%; C = 12%; D = 2.3%
CCn1nnnc1SCC(=O)N1c2ccccc2Sc2ccccc21
  A = -17%; B = /; C = 0%; D = /
COc1ccc(NC(=O)C2CCCN(c3c4c(nc5ncnn35)CCC4)C2)cc1OC (configuration not stated)
  A = 0%; B = -14%; C = -4%; D = -2.8%
O=S(=O)(/N=C/c1ccccc1O)c1cccs1
  A = 15%; B = 1%; C = -3%; D = 0.7%
Cc1cc(C)n2nc(S(=O)(=O)NCCc3ccccc3)nc2n1
  A = -2%; B = -5%; C = 4%; D = 2.0%
Cc1ccc(NC(=O)N(C2=NCC(C)S2)c2ccccc2)cc1 (configuration not stated)
  A = -13%; B = -23%; C = -9%; D = -3.0%
COc1ccc(S(=O)(=O)Nc2ccc3c(c2)OCCO3)cc1Cl
  A = 0%; B = -11%; C = 4%; D = -0.1%
CCc1c(C#N)c(N)nc(SCC(=O)OCc2ccccc2)c1C#N
  A = 3%; B = 6%; C = 10%; D = 3.2%
Cc1cccc(CNC(=O)c2sc3ncnc(N(C)C4CCCCC4)c3c2C)c1
  A = 12%; B = -13%[10.9 µM]; C = 8%; D = -3.1%
CCN(CC)S(=O)(=O)c1ccc2c(c1)nc(CN(C)C(=O)Nc1ccc(Cl)cc1)n2C
  A = 1%; B = 17%[10.9 µM]; C = -14%; D = 1.7%
COc1ccc(S(=O)(=O)NCc2ccco2)cc1-c1nnc2c3ccccc3c(C)nn12
  A = 13%; B = -13%; C = 9%; D = -2.3%
Cc1ccc(OCC(=O)NCC(=O)OCc2cc(=O)n3nc(C(C)C)sc3n2)cc1
  A = -6%; B = -4%[10.9 µM]; C = 12%; D = 0.4%
O=C(CCS(=O)NCc1ccccc1)NCc1ccccc1 (configuration not stated)
  A = 5%; B = -6%; C = 11%; D = 1.3%
Cc1cc2nnc(SC(C)C)n2c2ccccc12
  A = -2%; B = /; C = -7%; D = /
CCc1ccc(Nc2sc(C(=O)c3ccc(F)cc3)c(N)c2S(=O)(=O)c2ccccc2)cc1
  A = 2%; B = -6%[10.9 µM]; C = -5%; D = 2.2%
O=C(Nc1ccc2nc(SCCOc3ccccc3Cl)sc2c1)c1ccco1
  A = -17%; B = -15%[10.9 µM]; C = -25%; D = ?
Cc1ccccc1NC(=O)CSc1nc(Nc2ccccc2)nc(N2CCOCC2)n1
  A = -3%; B = -8%; C = 11%; D = 1.3%
Cc1ccc(-c2nnc(Nc3ccc(C(=O)N(C)C)cc3)c3ccccc23)cc1S(=O)(=O)N(C)C
  A = 11%; B = -10%[10.9 µM]; C = -14%; D = 2.7%
Cc1ccc(-c2nc(CS(=O)(=O)CC(=O)NC3CCCCC3C)c(C)o2)cc1 (configuration not stated)
  A = -16%; B = -19%; C = -2%; D = 1.8%
CCOC(=O)c1ccc(NC(=O)CCc2c(C)n(CC)c3cc(-c4ccccc4OC)nn3c2=O)cc1
  A = 5%; B = 24%[10.9 µM]; C = 4%; D = ?
O=C(O)C1CCCNC1 (configuration not stated)
  A = -3%; B = -7%&-9%; C = 8%; D = /
Cc1c(CC(=O)NCCc2ccccc2F)c(=O)oc2c(C)c3occ(C(C)(C)C)c3cc12
  A = 2%; B = -5%[10.9 µM]; C = -4%; D = ?

Bioassay records as filed in PubChem.
